High-throughput results as filed in PubChem.
NPC1 promoter act – activates the NPC1 promoter; Huh7 NPC1 promoter luciferase reporter, 24 h; Potency, µM (series often up to 9.22 µM), for inactives: top-dose activation, hits mostly activators; 320,000 tested, 2.4% active;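 further: potency means the concentration at half of the fitted maximal effect; % of control where 0% means no effect; nearly all actives have a fitted effect of over 60% in size; reporter is driven by a mutant NPC1 promoter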
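Luciferase expression driven by the NPC1 promoter was measured in stably transfected Huh7 cells after a 24 h compound incubation, using a luciferase reagent and a luminescence read.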
ELG1 genotox – inducers of genotoxicity in HEK293T ELG1-luciferase cells | AID 504466 | HEK293T ELG1-luciferase reporter, luminescence, 16 h | 330,000 tested, 1.3% active | Potency, µM (titrated, usually from 46 µM), without a hit: top-dose activity change, positive = activation, actives largely listed as activators; further: potency means the concentration at half of the fitted maximal effect; % of control where 0% means no effect; nearly all actives have a fitted effect of over 60% in size
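Step 1: seed 2,000 HEK293T ELG1-luciferase cells per well. Step 2: add compound or DMSO, incubate 16 hr at 37 °C. Step 3: ONE-Glo, 30 min at room temperature, read luminescence.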
Tb PFK inh – blocks T. brucei phosphofructokinase | T. brucei PFK, ADP-Glo luminescence | Potency, µM (doses to about 57.5 µM), inactives show at the highest dose activity, negative = inhibition, hits mostly inhibitors | 330,000 tested, 0.17% active | AID 485367 | O15648;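 further: potency means the concentration at half of the fitted maximal effect; 0% = uninhibited 1x PFK enzyme wells and -100% = no-enzyme wells; nearly all actives have a fitted effect of over 60% in size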
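Compounds were pin-transferred as a titration series up to 57 uM into substrate buffer (0.5 mM F6P, 0.1 mM ATP, pH 8.0), then 1.25 nM PFK was added and reactions ran 45 min before ADP-Glo detection.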
p53 reactivation – restores transcriptional activity of mutant p53 | H1299 p53-A138V BP100-luciferase reporter, luminescence, 24 h | Potency, µM (series often up to 92.2 µM), inactives show at the top dose activity change, positive = activation, actives largely listed as activators | 320,000 tested, 0.063% active | AID 504706; further: potency means the concentration at half of the fitted maximal effect; % of control where 0% means no effect; nearly all actives have a fitted effect of over 45% in size
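H1299 (p53-null), stable ts p53-A138V + BP100-Luc; 1000 cells/well, Opti-MEM/10% FBS; cpd 4 pt, 1:5; 24 h, 37 deg C, 5% CO2; detection reagent 10 min RT; luminescence.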
FLuc counter – inhibits or activates purified firefly luciferase, miR-21 counter-screen; purified FLuc, Km substrates, luminescence inhibition; Potency, µM (doses to about 57.5 µM), for the others: at the highest dose activity change, negative = inhibition, hits mostly inhibitors; 360,000 tested, 6.9% active;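 further: potency means the concentration at half of the fitted maximal effect; plate controls were vehicle for no effect and reference inhibitor for full effect; nearly all actives have a fitted effect of over 55% in size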
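Purified P. pyralis luciferase, 10 nM final, with Km-level 10 uM D-luciferin and 10 uM ATP in 50 mM Tris acetate pH 7.5, 10 mM Mg acetate, 0.01% Tween-20, 0.05% BSA; 6-point qHTS titration about 60 µM downward; luminescence read.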
Rab9 prom act – activates the Rab9 promoter. Huh7 Rab9 promoter-luciferase reporter, luminescence, 24 h. Potency, µM (top dose mostly 9.22 µM), without a hit: at the top dose activation, negative = inhibition, hits mostly activators. 320,000 tested, 2.8% active; further: potency means the concentration at half of the fitted maximal effect; % of control where 0% means no effect; nearly all actives have a fitted effect of over 60% in size
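Measured in stably transfected Huh7 cells bearing a Rab9 promoter–luciferase construct: 24 h compound treatment at 37 °C, followed by luminescence detection.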
BRCA1 expr act – activators of BRCA1 expression; Potency, µM (titrated, usually from 46.1 µM), for the others: top-dose activation, hits mostly activators; MCF7-BRCA1-FFLuc reporter, luminescence, 48 h; response scale: scaled: vehicle 0%, 10 µM genistein 100%; 380,000 tested, 1.1% active; further: potency means the concentration at half of the fitted maximal effect; nearly all actives have a fitted effect of over 80% in size; some results filed as inactive show a strong effect at the top dose
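First, MCF7-BRCA1-FFLuc cells (2000/well) attach for 2 h; next, compounds are pin-added and incubated 48 h at 37 °C; finally, luciferase reagent is added and luminescence read after 15 min.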
TRPV1 agonist – activates the human vanilloid receptor TRPV1; Q8NER1; TRPV1-expressing cells, Fluo-8 calcium influx, agonist mode; activation, % at 8.33 µM; 320,000 tested, 0.19% active; in the data active means activation above about 80%; inconclusive means between about 30% and that limit; further: 0% is about no effect
Target sequence (Q8NER1 whole entry, looked up): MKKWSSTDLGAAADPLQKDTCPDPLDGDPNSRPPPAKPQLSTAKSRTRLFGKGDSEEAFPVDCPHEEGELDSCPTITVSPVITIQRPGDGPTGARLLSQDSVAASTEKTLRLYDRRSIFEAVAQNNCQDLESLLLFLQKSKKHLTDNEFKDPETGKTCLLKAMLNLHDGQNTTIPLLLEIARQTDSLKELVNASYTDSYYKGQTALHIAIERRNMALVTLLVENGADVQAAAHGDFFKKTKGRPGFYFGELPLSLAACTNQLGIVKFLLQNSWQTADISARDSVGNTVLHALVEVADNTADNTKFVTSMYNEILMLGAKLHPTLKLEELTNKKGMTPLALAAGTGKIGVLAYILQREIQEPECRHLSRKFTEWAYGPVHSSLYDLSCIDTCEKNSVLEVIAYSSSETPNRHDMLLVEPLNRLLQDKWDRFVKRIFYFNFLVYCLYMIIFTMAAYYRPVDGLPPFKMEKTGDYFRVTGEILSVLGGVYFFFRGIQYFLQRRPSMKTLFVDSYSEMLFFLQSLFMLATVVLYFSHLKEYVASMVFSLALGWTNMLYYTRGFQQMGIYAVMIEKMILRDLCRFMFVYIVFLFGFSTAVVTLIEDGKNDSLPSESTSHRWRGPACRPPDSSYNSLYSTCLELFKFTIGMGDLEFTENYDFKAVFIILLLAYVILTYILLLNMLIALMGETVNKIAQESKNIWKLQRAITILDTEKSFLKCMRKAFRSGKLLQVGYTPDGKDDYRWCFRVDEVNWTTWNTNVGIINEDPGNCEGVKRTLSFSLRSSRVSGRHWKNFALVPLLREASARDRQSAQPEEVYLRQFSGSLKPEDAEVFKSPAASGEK
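Cells expressing TRPV1 were dye-loaded with Fluo-8 and read kinetically: 10 s baseline, 3 min after compound (agonist portion), then 2 min after EC20 capsaicin (allosteric enhancer portion). Calcium-bound dye fluorescence at 480/520 nm.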
RORgamma inh – ROR gamma (mouse) transcription inhibition | P51450 | Drosophila S2 Gal4-RORgamma UAS-luciferase reporter, 20 h | Potency, µM (highest dose often 53.6 µM), without a hit: top-dose activity change, negative = inhibition, hits mostly inhibitors | 310,000 tested, 5.4% active | AID 2551; further: potency means the concentration at half of the fitted maximal effect; on the % scale 0 is the no-effect control and ±100 the full control effect; nearly all actives have a fitted effect of over 60% in size
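ROR gamma transcriptional activity was tracked as Gal4-UAS luciferase output in stably transfected Drosophila Schneider cells, with compound added 1 hr before 700 uM copper sulfate induction and a 20 hr ambient-temperature incubation.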
ELG1 repair inh – inhibitors of ELG1-dependent DNA repair in HEK293T cells; 330,000 tested, 2.3% active; Potency, µM (series often up to 46.1 µM), without a hit: at the highest dose activity change, negative = inhibition, actives largely listed as inhibitors; HEK293T ELG1-luciferase reporter, luminescence, 16 h; DNA damage induced by 5-fluorouridine; further: potency means the concentration at half of the fitted maximal effect; on the % scale 0 is the no-effect control and ±100 the full control effect; nearly all actives have a fitted effect of over 55% in size
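Luminescence from the luciferase reporter, measured 30 min after ONE-Glo reagent at room temperature, was the read-out. Beforehand, 2,000 cells per well were exposed for 16 hr at 37 °C to 5-fluorouridine together with compound or vehicle.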
VP16 counter – counter-screen for ROR gamma inhibitors: Gal4-VP16 reporter | AID 2546 | Potency, µM (highest dose often 53.6 µM), for the others: at the highest dose activity, negative = inhibition, actives largely listed as inhibitors | 310,000 tested, 3.5% active | Drosophila S2 Gal4-VP16 UAS-luciferase, luminescence, 20 h;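 further: Gal4-VP16 expression switched on by copper sulfate through the metallothionein promoter; potency means the concentration at half of the fitted maximal effect; on the % scale 0 is the no-effect control and ±100 the full control effect; nearly all actives have a fitted effect of over 50% in size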
* marks the source's active call; other numbers are inactive results; ? = inconclusive; nt = not tested or not shown; & = joins results of further samples; [ ] = remark or other dose. Unless noted, the call rests on the fitted dose curve; in most records, active means well fitted curve in the direction sought with a large enough effect; inconclusive means small, poorly fitted or top-dose-only effect, or another doubt; inactive means no such curve, though single readings can be large; an effect the other way counts as inactive or inconclusive.

SMILES	NPC1 promoter act	ELG1 genotox	Tb PFK inh	p53 reactivation	FLuc counter	Rab9 prom act	BRCA1 expr act	TRPV1 agonist	RORgamma inh	ELG1 repair inh	VP16 counter
O=C(Nc1ccc2c(c1)OCCO2)C(c1ccc(F)cc1)N1CCCCC1 (centres undefined)	-1.4%	8.6%	3.6%	3.2%	0.4%	-2.4%	-31.9%	?	14.1%	?	0.7%
Cc1ccc(NC(=O)c2cc(-c3ccc4c(c3)OCO4)on2)cc1	0.7%	17.0%	0.5%	11.5%	-4.8%&-7.9%	19.5%	32.8%	-2.0	-0.3%	?	0.7%
Cc1cccc(C)c1NC(=O)c1c(-c2ccccc2)noc1C	0.8%	-1.8%	0.0%	-1.2%	2.6%	5.0%	11.6%	2.1	10µM*	-1.6%	10.0%
O=C(CNc1ccc(Br)cc1)Nc1cccc(S(=O)(=O)N2CCCC2)c1	-6.4%	-2.4%	-3.6%	-1.3%	nt	-3.5%	-19.8%	1.7	nt	-14.3%	nt
CCCCOc1ccc(C(=O)OC2CC(C)N(C)CC2C)cc1 (centres undefined)	-1.5%	?	2.8%	15.6%	3.6%	-7.0%	-20.0%	-1.5	0.7%	27.1%	0.7%
CC(C)c1nc2ccccn2c1NC1CCCCC1	1.3%	-0.7%	-1.8%	-0.6%	3.8%	-0.3%	-19.4%	-2.5	5.01µM*	-19.9%	?
Cc1ccc(NC(=O)CCC(=O)N/N=C/c2cccs2)cc1C	-3.1%	0.1%	-0.4%	-3.6%	3.6%	-3.6%	-30.9%	0.0	28.5%	-5.4%	-9.3%
Cc1ccc(C(=O)Nn2cnnc2)cc1Cl	-3.6%	5.0%	0.7%	nt	-1.2%	14.3%	-20.2%	-2.0	?	7.1%	0.3%
CCOc1c(Cl)cc(C(=O)Nc2cccc(C(=O)O)c2)cc1Cl	0.562µM*	?	5.5%	-7.1%	3.01µM*	0.708µM*	69.7%	0.7	-22.1%	?	-19.0%
O=c1nc(N2CCOCC2)nc2n1CCO2	-6.7%	2.4%	0.1%	1.1%	1.3%	-6.3%	-5.3%	0.4	5.4%	3.5%	12.0%
O=C(/C=C/Nc1nccs1)C(F)(F)Cl	-2.9%	6.2%	0.1%	3.9%	-0.7%	20.6%	75.7%	-3.8	-0.2%	-2.3%	2.0%[10 µM]
c1coc(C2Nc3cccc4cccc(c34)N2)c1	8.3%	-2.6%	?	14.8%	26.9µM*	17.9%	nt	-4.6	-25.6%	-9.6%	3.4%
O=C(c1ccco1)N(Cc1ccc2c(c1)OCO2)Cc1cc2cc3c(cc2[nH]c1=O)OCO3	3.2%	4.6%	-8.9%	1.6%	0.0%	0.9%	7.0%	1.0	-15.7%	?	3.6%
CCOC(=O)N1CCN(C(=O)C2CCCN(S(=O)(=O)c3cccnc3)C2)CC1 (centres undefined)	-3.7%	2.1%	2.9%	-0.1%	5.8%	0.3%	-11.0%	0.7	-16.2%	1.6%	2.4%
Cc1nn(-c2ccccc2)c2nc(-c3cccs3)cc(C(=O)NN)c12	-7.3%	-5.4%	0.4%	-4.0%	0.9%	-2.5%	-81.4%	-3.3	17.0%	?	-1.0%

Just ELG1 repair inh, Tb PFK inh and FLuc counter, for 2 of the compounds above:
mol | ELG1 repair inh | Tb PFK inh | FLuc counter
O=c1nc(N2CCOCC2)nc2n1CCO2 | 3.5% | 0.1% | 1.3%
O=C(/C=C/Nc1nccs1)C(F)(F)Cl | -2.3% | 0.1% | -0.7%

Back to the main list; the two compounds before the break are reprinted first.
SMILES	NPC1 promoter act	ELG1 genotox	Tb PFK inh	p53 reactivation	FLuc counter	Rab9 prom act	BRCA1 expr act	TRPV1 agonist	RORgamma inh	ELG1 repair inh	VP16 counter
CCOC(=O)N1CCN(C(=O)C2CCCN(S(=O)(=O)c3cccnc3)C2)CC1 (centres undefined)	-3.7%	2.1%	2.9%	-0.1%	5.8%	0.3%	-11.0%	0.7	-16.2%	1.6%	2.4%
Cc1nn(-c2ccccc2)c2nc(-c3cccs3)cc(C(=O)NN)c12	-7.3%	-5.4%	0.4%	-4.0%	0.9%	-2.5%	-81.4%	-3.3	17.0%	?	-1.0%
COc1cc(C#Cc2c(-c3ccccc3OC)oc3ccccc23)cc(OC)c1	-3.3%	-0.8%	5.4%	9.3%	-6.8%	0.6%	0.0%	-4.4	nt	?	nt
Cc1ccc(N(C(C)C(=O)N2CCCCC2)S(C)(=O)=O)cc1C (centres undefined)	-1.2%	2.2%	-3.8%	-0.6%	-0.7%	-4.4%	1.5%	2.3	17.8%	-4.6%	-2.2%
Cc1sc2ncnc(SCC(=O)N(C)C3CCS(=O)(=O)C3)c2c1C (centres undefined)	-6.3%	0.3%	-1.9%	6.7%	2.7%	-3.2%	-5.1%	-0.1	-13.2%	4.1%	0.6%
CCn1c(C)c(C)c2cc(C(=O)NCCN3CCCCCC3)ccc21	7.3%	-2.4%	-0.3%	-9.5%	3.3%	-16.9%	-15.2%	-2.1	1.4%	2.5%	-18.2%
O=C(O)c1cc(S(=O)(=O)N2CCCCC2)ccc1N1CCCC1	nt	0.1%	-0.6%	-1.6%	nt	nt	-0.4%	nt	nt	20.5%	nt
CCCNC(=O)CCc1c(C)nc2c(c(C)nn2-c2ccccc2)c1C	1.4%	0.0%	-1.2%	0.1%	-1.6%	-5.6%	-7.6%	?	2.6%	8.1%	-1.8%
CN(C)S(=O)(=O)c1ccc(C(=O)OCc2ccc([N+](=O)[O-])cc2)cc1	4.9%	-1.4%	?	2.3%	-8.1%	11.9%	-0.8%	-1.3	-2.9%	?	6.8%
COc1cc(/C=N/OCC(=O)NC2CCS(=O)(=O)C2)ccc1OC(F)F (centres undefined)	-6.9%	3.3%	3.2%	4.3%	-2.0%	2.9%	-13.4%	-2.8	9.9%	18.9%	0.9%
Cc1ccccc1C(=O)OCc1nnc(-c2ccc(Cl)cc2)o1	-1.0%	8.3%	4.6%	15.6%	19µM*	20.6%	41.2%	1.1	29.0%	?	10.4%
O=C(Nc1nc2cc3c(cc2s1)OCO3)c1ccc(N2C(=O)CCC2=O)cc1	1.5%	-1.6%	-4.0%	0.7%	-9.9%	9.0%	-1.3%	-1.9	-2.9%	0.0%	5.4%
O/C(=C\Sc1nnc(Cc2ccccc2)o1)c1ccc(F)cc1	0.6%	-0.2%	4.7%	-0.8%	1.4%	12.8%	-5.4%	-4.3	15.1%	-5.4%	3.3%
c1csc(-c2nn[nH]n2)c1	-2.2%	?	2.7%	-7.3%	6.0%	0.0%	17.4%	1.6	0.6%	?	0.3%
CN(C)C=Nc1ccc2nc3c(cc2c1)[nH]c1ccccc13	1.26µM*	?	2.1%	13.2%	1.35µM*	1.41µM*	83.3%	1.5	?	?	?
COc1ccc(N(C)C(=O)Nc2ccc3nsnc3c2)cc1	-1.0%	-2.4%	-3.7%	13.9%	-24.8%	2.9%	25.7%	-0.1	28.0%	10.3%	-11.6%
Cc1cccc(C)c1NC(=O)CN(C)C(=O)CN1C(=O)NC2(CCCC2)C1=O	1.6%	-5.9%	-2.7%	-0.1%	-1.2%	-2.8%	0.1%	-0.8	nt	0.0%	nt
CCOC(=O)c1ccc(/[N+]([O-])=C/c2ccccc2)cc1	18.9%	?	-27.2%	25.4%	?	-1.2%	?	1.9	nt	?	nt
COC(=O)C1CCCCN1C(=O)c1ccc(OC2CCN(C(C)=O)CC2)c(OC)c1 (centres undefined)	-25.9%	8.9%	4.5%	5.4%	-1.4%	3.6%	0.5%	-2.2	0.0%	1.9%	5.9%
CCOc1ccc(Br)cc1/C(C)=N\NC1=NCCN1	-13.5%	0.7%	1.4%	5.5%	0.9%	-24.7%	-79.2%	2.6	-33.0%	?	7.94µM*
C=CCn1c(O)c(N=NC(=O)CNC(=O)Cc2ccccc2)c2ccccc21	0.2%	1.9%	2.1%	28.5%	-2.1%	-0.6%	-27.1%	-1.8	-26.0%	10.3%	-21.9%
Cc1ccc(CNC(=O)CSc2nc(N3CCCCC3)nc(N3CCCCC3)n2)cc1	-0.4%	-7.6%	0.0%	2.2%	-1.3%	0.6%	-0.5%	?	?	1.4%	6.9%[0.365 µM]
CCN(C(=O)CCN1C(=O)/C(=C/c2ccccc2)SC1=S)C1CCS(=O)(=O)C1 (centres undefined)	-18.4%	-7.8%	4.9%	?	23.9µM*	-21.8%	-23.7%	4.1	?	-14.7%	?
